V1aR counter: agonists of human V1a receptor, primary screen, counter-screen for OXTR agonist project, fluorescence, CHO-V1R cells; Vasopressin V1a receptor (Homo sapiens), P37288; Fluo-8 calcium fluorescence, agonist mode; 0% DMSO, 100% 3 nM vasopressin; activation, % at 3 µM; 320,000 compounds, 0.25% hits;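 active = activation above the mean activation of all tested compounds plus 3 SD, per screening run, cut at about 20% in these data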;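 note: signal is peak over basal fluorescence ratio across a 100 second FLIPR read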
CHRM1 agonist: human M1 muscarinic receptor agonists, primary screen, Fluo-8 calcium fluorescence, CHO-K1 cells, HTS. 360,000 compounds, 0.33% hits. CHO-K1 hM1, agonist mode; 0% DMSO, 100% acetylcholine EC100. activation, % at 3 µM. Muscarinic acetylcholine receptor M1 (Homo sapiens), P11229;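 active = activation above the run's mean compound activation plus 3 SD, cut at about 16% in these data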;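 note: peak over basal fluorescence ratio within a 140 s kinetic read after compound addition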
Target sequence (P11229 whole entry, looked up): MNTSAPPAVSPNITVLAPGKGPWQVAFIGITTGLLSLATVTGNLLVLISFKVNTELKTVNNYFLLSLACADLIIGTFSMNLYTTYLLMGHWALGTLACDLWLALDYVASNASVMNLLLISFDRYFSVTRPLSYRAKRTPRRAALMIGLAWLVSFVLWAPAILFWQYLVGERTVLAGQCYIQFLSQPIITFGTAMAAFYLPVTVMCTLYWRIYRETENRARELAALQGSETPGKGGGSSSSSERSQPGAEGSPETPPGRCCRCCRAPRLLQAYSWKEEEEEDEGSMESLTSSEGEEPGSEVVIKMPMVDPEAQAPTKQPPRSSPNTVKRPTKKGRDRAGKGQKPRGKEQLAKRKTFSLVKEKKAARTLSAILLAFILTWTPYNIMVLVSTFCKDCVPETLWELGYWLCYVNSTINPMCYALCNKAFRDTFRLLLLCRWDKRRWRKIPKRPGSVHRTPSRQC
M1 ag parental: counter-screen for M1 agonists: effect in parental CHO-K1 cells; Fluo-8 calcium fluorescence; scaled to maximal ATP response, vehicle zero; AID 602248, 2012; activation, % at 3 µM; 360,000 compounds, 0.48% hits; in the data active = activation above about 15%;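 note: untransfected CHO-K1 host cells lacking M1 receptor as counterscreen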
OXTR potentiator: human OXTR potentiators, primary screen, fluorescence, CHO-OTR cells, Fluo-8 calcium | Fluo-8 calcium fluorescence, potentiator mode; 0% = oxytocin EC15, 100% = EC100 | activation, % at 3 µM | 320,000 compounds, 0.061% hits;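 active = activation above that plate's cutoff, the mean activation of tested compounds plus 3 SD, cut at about 6.6% in these data, passing the limit was not always enough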;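 note: 100% uses oxytocin at 75 nM as the full agonist control; some results filed as inactive read as strong as hits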
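test system = CHO-OTR cells, human receptor | compound = single-point 3.0 µM | schedule = 6 min compound pre-incubation at room temperature, 100 s kinetic read | signal = Fluo-8 no-wash calcium dye fluorescence, excitation 470-495 nm, emission 515-575 nm | repeats = single well per compound, singlicate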
CHO parental Ca: ATP-evoked calcium signal inhibitors, parental CHO, primary screen, counter-screen for OX1R antagonist project, cell-based, fluorescence, Fluo-8 calcium dye; parental CHO-K1, ATP-induced calcium, Fluo-8 fluorescence; inhibition, % at 5.6 µM; 330,000 compounds, 0.63% hits;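 active = inhibition above that plate's mean sample inhibition plus 3 SD, cut at about 26% in these data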;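 note: 0% = ATP-challenged DMSO wells and 100% = DMSO wells without ATP; some compounds past the cut are filed as inactive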
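Material: parental CHO cells / Compound: single nominal dose of 5.6 µM per compound / Signal: Fluo-8 fluorescence / Replicates: singlicate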
TAAR1 antagonist: human TAAR1 antagonists, primary screen, Fluo-8 calcium fluorescence, CHO RD-HGA16 cells; inhibition, % at 3 µM; antagonist; 360,000 compounds, 1.5% hits;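 active = inhibition above a per-plate cutoff, the mean inhibition of test compounds on that plate plus 3 SD, cut at about 49% in these data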;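 note: 0% = DMSO plus EC80 beta-PEA response and 100% = DMSO alone without agonist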
Target sequence (Q96RJ0 whole entry, looked up): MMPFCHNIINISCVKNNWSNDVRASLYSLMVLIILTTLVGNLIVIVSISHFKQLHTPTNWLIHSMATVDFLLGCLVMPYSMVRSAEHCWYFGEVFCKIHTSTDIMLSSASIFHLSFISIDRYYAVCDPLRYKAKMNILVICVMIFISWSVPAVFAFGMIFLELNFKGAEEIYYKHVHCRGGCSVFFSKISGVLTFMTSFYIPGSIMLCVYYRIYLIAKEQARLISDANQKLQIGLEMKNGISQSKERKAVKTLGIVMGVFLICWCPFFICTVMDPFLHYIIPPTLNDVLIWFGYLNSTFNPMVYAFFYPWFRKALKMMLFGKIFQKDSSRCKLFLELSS
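Test system – hTAAR1-expressing CHO RD-HGA16 cells, Gα16-coupled · Also added – β-PEA at EC80 concentration, post-compound challenge · Compound – 3 µM, single point · Incubation – dye loading 75 min at 37 °C, then 30 min room temperature · Measured by – Fluo-8 intracellular calcium dye fluorescence, real-time kinetic reads · Benchmarks – vehicle and agonist controls · Replicates – singlicate, one well per test compound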
TAAR1 agonist: human TAAR1 agonists, primary screen, Fluo-8 calcium fluorescence, CHO RD-HGA16 cells; 360,000 compounds, 0.99% hits; vehicle wells 0%, saturating PEA agonist 100%; activation, % at 3 µM; Trace amine-associated receptor 1 (Homo sapiens), Q96RJ0;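 active = activation above the mean activation of all test compounds in the run plus 3 SD, cut at about 38% in these data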
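Repeats: no replicates (n 1) | Material: CHO-derived RD-HGA16 cells with stable Gα16 and human TAAR1 | Technique: Kinetic Fluo-8 calcium fluorescence | Schedule: 17-24 h seeding, 75 min 37 °C dye, 30 min RT | Evaluation: % activation from peak over basal fluorescence ratio, DMSO-to-PEA scaled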
CHO-K1 Ca antag: nonselective inhibitor or artifact in parental CHO-K1 cells | ATP-induced calcium, Fluo-8 fluorescence | inhibition, % at 3 µM | 360,000 compounds, 0.6% hits | AID 602250;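 active = inhibition above a per-plate cutoff, the plate's mean sample inhibition plus 3 SD, cut at about 24% in these data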;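 note: 0% = DMSO plus EC80 ATP and 100% = DMSO alone without ATP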
M1 PAM parental: nonselective calcium activators in parental CHO-K1 cells, primary screen, counter-screen for M1 PAM project, cell-based, Fluo-8 calcium fluorescence, full deck, 1536-well. ATP EC20; 0% at ATP EC20, 100% at ATP max. activation, % at 3 µM. 360,000 compounds, 0.02% hits;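 active = activation above the run cutoff, the mean activation of all test compounds plus 3 SD, cut at about 40% in these data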;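 note: peak over basal fluorescence ratio in a 140 s read after ATP addition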
* = called active by the depositor; nt = not tested or not shown. Rows were taken by chance; 3.3% or so of the library scored in one or more.

SMILES | TAAR1 agonist | TAAR1 antagonist | CHRM1 agonist | M1 PAM parental | OXTR potentiator | CHO parental Ca | V1aR counter | CHO-K1 Ca antag | M1 ag parental
CC1CN(Cc2nc3c(c(=O)n(C)c(=O)n3C)n2CCCO)CC(C)O1 (stereo unspecified) | 8 | -2 | -2 | 8 | 4 | 1 | -0.2 | 6 | -0.2
COC(=O)c1ccc(OC(=O)c2cccs2)cc1 | 7 | -5 | -8 | 26 | 3 | 7 | 3.6 | -18 | -0.2
O=C(O)c1ccc(NC(=O)C2(c3ccccc3)CCOCC2)cc1 | 9 | -5 | 0 | 11 | -4 | -12 | 0.3 | -3 | 0.1
COc1ccc(NC(=O)Cn2c(=O)c(C)nc3ccccc32)cc1Cl | -2 | -16 | 0 | 18 | -2 | -14 | 0.1 | -6 | 6.0
Cc1ccc(NC(=O)CN(C)C2CCCCC2)cc1Br | 7 | 6 | -6 | 14 | -5 | -13 | 5.9 | -11 | 0.9
O=C(CC[C@H]1O[C@@H](n2cnc3c(NC(=O)c4ccccc4)ncnc32)[C@H](O)[C@@H]1O)NCc1ccccn1 | 5 | 4 | -3 | 17 | nt | nt | nt | -19 | 0.7
COc1cc(OCc2ccccc2)c(OC)c(OCc2ccccc2)c1 | -2 | -12 | -4 | 36 | nt | nt | nt | -29 | 0.5
Cc1ccc(CNC(=O)CCn2cc(-c3ccc(C)cc3)nc2-c2ccncc2)cc1 | -2 | 0 | -9 | 5 | -3 | -28 | -0.5 | -16 | -1.3
O=S(=O)(Nc1ccc(-c2cn3c(n2)SCC3)cc1)c1cccs1 | 8 | 13 | -4 | -4 | -7 | -2 | 2.0 | 7 | 0.6
COc1ccccc1N1CCN(C(=O)[C@H](C)NS(=O)(=O)c2ccc3c(c2)OCCCO3)CC1 | 5 | -12 | -5 | 19 | nt | nt | nt | -15 | 1.3
Cc1cc(C)n(-c2ccc(NC(=O)C3CCN(Cc4cnc(C)s4)CC3)cc2)n1 | 2 | -13 | -2 | 1 | -6 | 3 | 0.6 | 7 | 0.6
CCN(CC)C(=O)CSc1nc(O)cc(=O)n1-c1ccccc1OC | nt | nt | -2 | 6 | -3 | -2 | 0.4 | -3 | -0.2
CNc1cc(C(F)(F)F)nc(-c2ccccn2)n1 | 18 | 4 | -4 | 15 | 2 | -7 | -0.1 | -10 | 0.2
CCOc1ccccc1NC(=O)CN(Cc1ccccc1)S(C)(=O)=O | 6 | 0 | -1 | 19 | 1 | -10 | -0.6 | -25 | 2.4
O=C1NC(=O)/C(=C\c2cn(Cc3ccccc3F)c3ccccc23)N1 | -1 | -2 | -2 | 9 | -14 | 10 | -0.1 | -20 | 1.3
CC(=O)Nc1ccc(S(=O)(=O)N2CCN(C(=O)N3CCCCC3)CC2)cc1 | 1 | -3 | -1 | 6 | -1 | -5 | 0.5 | -11 | 1.6
Cn1ccsc1=NC(=O)c1ccc(Cl)cc1 | 2 | -7 | -5 | 20 | -4 | 10 | -1.6 | -10 | 0.4
CCCc1nnc(SCC(=O)N2CCCCC2)n1CCCOC | 0 | 7 | -1 | 15 | -7 | 5 | 1.2 | -9 | 0.1
CCCc1cc(C(=O)N2CCC(n3nccc3NC(=O)c3ccc(OC)cc3)CC2)no1 | 0 | -10 | -8 | 14 | 3 | -12 | 0.4 | -14 | -0.3
O=C1N(O)C2(C=CCCC2)/C(=N\O)C12CCCCC2 (stereo unspecified) | 9 | 11 | -4 | 20 | 1 | -11 | 0.1 | -13 | 0.2
CCOc1ccc(NC(=O)c2ccccc2C(=O)c2ccccc2)cc1OCC | -1 | -10 | -7 | 18 | -3 | -17 | -1.5 | -7 | -0.3
Cc1ccc(CNC(=O)c2nnn(CC(=O)Nc3cccc(C)c3C)c2N)cc1 | 1 | 0 | -2 | 9 | -3 | -5 | 0.0 | -18 | 1.4
O=C(NCc1cccnc1)NC1(C(F)(F)F)Oc2ccc(Cl)cc2O1 (stereo unspecified) | nt | nt | -12 | 14 | 5 | -9 | 0.2 | 0 | 1.2
CCCCCCCCCCCCOC1OC(CO)C(O)C(O)C1NC(C)=O (stereo unspecified) | 4 | 13 | -4 | 20 | -5 | 4 | -1.2 | -3 | 1.2
COc1ccccc1N1CCN(/N=C/c2ccc([N+](=O)[O-])cc2)CC1 | 2 | 14 | -2 | 10 | nt | nt | nt | -5 | 0.6
O=C(CN1CCCC1=O)NC1C2CC3CC(C2)CC1C3 (stereo unspecified) | 1 | 2 | -7 | -4 | -10 | -3 | 0.6 | 7 | 0.5
CCCCSc1nc2c(c(=O)[nH]1)CCC2 | 9 | -13 | -7 | 12 | 6 | -5 | -0.8 | -6 | 0.0
CCCC(=O)O[C@]1(C(=O)CO)CC[C@H]2[C@@H]3CCC4=CC(=O)CC[C@]4(C)[C@H]3[C@@H](O)C[C@@]21C | 1 | -13 | -5 | 5 | 0 | -6 | 0.3 | 0 | 0.4
COc1ccc(CC(=O)N(Cc2ccccc2)c2cccc(C)c2)cc1OC | -2 | -35 | 0 | 15 | -7 | -25 | 0.7 | -4 | 0.1
CCNC(=O)c1c(C)[nH]c(C(=O)OCC)c1C | 10 | 8 | -6 | 5 | 3 | -7 | -1.0 | -1 | -0.2
Cc1ccc(CSCCNC(=O)CSCc2ccc([N+](=O)[O-])cc2)cc1 | 4 | 17 | -8 | -1 | -9 | -17 | -0.5 | -4 | 3.0
Cc1cccc(C)c1NC(=O)CSc1nnc(CCCCCNC(=O)OC(C)(C)C)o1 | 7 | 7 | -3 | -6 | -2 | -11 | 1.2 | 11 | 0.6
CCCCC1(C2CCCC2)NC(=O)NC1=O (stereo unspecified) | 3 | -3 | -4 | 16 | nt | nt | nt | -3 | 0.1
CC(=O)Nc1ccc(NC(=O)C(Cc2ccccc2)NC(=O)C2CCCCC2)cc1 (stereo unspecified) | 1 | 0 | -4 | 26 | -5 | -12 | -0.8 | -5 | 0.5
c1ccc(C(c2ccccc2)c2noc(CN3CCC(c4ccncc4)CC3)n2)cc1 | 3 | -20 | -6 | -12 | -4 | -16 | -1.2 | -14 | -0.6
CCOc1ccc(-c2nc3ccccc3c(=O)o2)cc1 | 1 | -23 | 4 | -11 | -1 | 3 | -0.7 | -1 | 0.3
CCC(=O)Nc1ccc(-c2cc3ccccc3oc2=O)cc1 | 2 | -12 | 1 | -16 | -5 | -3 | 1.7 | 25* | -0.6
COc1cccc(OC)c1C(=O)Nc1ccc(C)cc1C(=O)c1ccccc1 | 10 | 21 | -8 | 9 | -2 | -30 | -1.2 | -5 | 3.9
COc1ccc(S(=O)(=O)N2CCCC2CNC(=O)C(=O)NC2CCCC2)cc1 (stereo unspecified) | 1 | -14 | -2 | 10 | nt | nt | nt | -8 | 0.7
COC(=O)Cc1csc(/N=C/c2c(O)n(-c3cccc(C(F)(F)F)c3)c(=O)c3ccccc23)n1 | 1 | 4 | -5 | -1 | -13 | -7 | -0.4 | 1 | 0.8
COc1cccc(NC(=O)C(=O)NCCC2CCCCN2S(=O)(=O)c2ccccc2)c1 (stereo unspecified) | 4 | 12 | -4 | 3 | -6 | -24 | 0.2 | -1 | 1.5
O=C(Nc1ccncc1)c1cc(S(=O)(=O)N2CCCCC2)ccc1Cl | 3 | -10 | -1 | 15 | -13 | -19 | 1.9 | -1 | 3.1
CC1(C)CCCC2=C1CC1C(=O)N(Cc3cccnc3)C(=O)C1C2 (stereo unspecified) | 23 | 6 | -6 | 14 | -2 | -3 | -0.3 | -4 | 0.8
CNn1cnc2ccsc2c1=O | 3 | -40 | -3 | 1 | -7 | -24 | -0.2 | -1 | -0.1
O=C(Cc1ccc(F)cc1)Nc1nnc(-c2ccc(F)cc2)o1 | -1 | 0 | -2 | -5 | -6 | -5 | 1.1 | -7 | 0.4
CCOC(=O)c1c(-c2ccccc2)csc1NC(=O)c1ccc(S(=O)(=O)N2CCOCC2)cc1 | 1 | 9 | -3 | 11 | -2 | -2 | -0.5 | 2 | 0.4
O=C(NNC(=O)c1cccc(C(F)(F)F)c1)c1ccc(-n2cnnn2)cc1 | 1 | -9 | -2 | -4 | -6 | -2 | 1.4 | -2 | -0.4
CCCNC(=O)NC(=O)c1cnccc1C(F)(F)F | 2 | -37 | -4 | 18 | 5 | -18 | -0.5 | -16 | 1.2
COCCN(C(=S)Nc1ccc(C)cc1C)C(C)c1ccco1 (stereo unspecified) | 1 | -11 | -3 | 12 | -2 | 18 | 0.5 | 16 | 8.7
Cc1cc2oc(=O)cc(CN3CCN(S(=O)(=O)c4cccs4)CC3)c2cc1C | 0 | -10 | -4 | 23 | -2 | -5 | 0.0 | -10 | 1.0
COc1ccc(C(=O)NCC2CCCN2S(=O)(=O)c2cccs2)cc1OC (stereo unspecified) | 1 | -6 | -2 | -10 | 1 | -10 | 0.5 | 6 | 0.1
CN(Cc1nc2ccccc2c(=O)[nH]1)CC(O)COCc1ccco1 (stereo unspecified) | 7 | 6 | -2 | 11 | -4 | 7 | -0.8 | -9 | 0.4

Compound activity as filed in PubChem.
